# Screens as filed in PubChem BioAssay.
# RGS8-Gao – modulates binding of RGS8 to human Galphao; 0.34% of 220,000 active; P09471; AID 1423; response (percent of control binding), % at 10 µM; multiplexed bead flow cytometry; actives lie on both sides; in the data active = response below about 60% or above about 140%; inactive = in between;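 also: Galphao activated as the GDP aluminium fluoride complex binding bead-coupled RGS8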
# Target sequence (P09471 whole entry, looked up): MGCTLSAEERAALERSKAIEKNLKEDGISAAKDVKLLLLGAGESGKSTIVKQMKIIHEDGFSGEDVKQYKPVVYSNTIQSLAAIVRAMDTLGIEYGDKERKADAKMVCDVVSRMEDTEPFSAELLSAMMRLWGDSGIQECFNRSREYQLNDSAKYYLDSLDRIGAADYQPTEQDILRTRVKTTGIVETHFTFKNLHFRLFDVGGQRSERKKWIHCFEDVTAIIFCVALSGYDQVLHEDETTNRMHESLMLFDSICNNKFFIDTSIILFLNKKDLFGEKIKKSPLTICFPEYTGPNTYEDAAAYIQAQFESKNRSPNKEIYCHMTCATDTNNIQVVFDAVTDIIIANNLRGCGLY
# HRas wt GTP – changes GTP binding to wildtype human HRas; P01112; GST-Ras wt beads, Bodipy-FL-GTP binding, flow cytometry; actives lie on both sides; GTP binding activity, % at 10 µM; 0.14% of 190,000 active; AID 759;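 active = GTP binding activity at least 20% away from the 100% baseline, either lowered as inhibitor or raised as activator; inconclusive = flagged as likely green fluorescent, judged across all proteins in the well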;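 also: 0% = unlabeled GTP competition control and 100% = no-compound control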
# Mcl1 Bid PPI – Mcl-1/Bid interaction inhibition; Q07820; TR-FRET Mcl-1/Bid-Dy647 peptide binding, 1536-well; inhibition, % at 21.7 µM; 0.97% of 220,000 active;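 active = compounds that cut the binding signal by more than half at the single screening dose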;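 also: His-tagged Mcl-1 with europium anti-His antibody binding Bid BH3 peptide; 0% = Mcl-1 plus peptide wells and 100% = peptide-only wells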
# Target sequence (Q07820 whole entry, looked up): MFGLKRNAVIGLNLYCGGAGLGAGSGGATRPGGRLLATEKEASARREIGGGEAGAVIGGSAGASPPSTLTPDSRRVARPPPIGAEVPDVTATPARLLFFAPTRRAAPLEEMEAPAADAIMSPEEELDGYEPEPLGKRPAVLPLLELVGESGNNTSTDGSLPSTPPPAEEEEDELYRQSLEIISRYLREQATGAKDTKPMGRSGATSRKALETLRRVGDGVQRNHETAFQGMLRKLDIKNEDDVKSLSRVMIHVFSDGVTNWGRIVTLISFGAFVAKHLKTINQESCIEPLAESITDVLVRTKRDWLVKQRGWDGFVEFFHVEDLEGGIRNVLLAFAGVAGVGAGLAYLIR
# Mcl1 Noxa PPI – Mcl-1/Noxa interaction inhibition. Q07820. TR-FRET Mcl-1/Noxa peptide binding, 2 h. inhibition, % at 21.7 µM. 1.5% of 220,000 active;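 active = compounds that cut the protein-peptide binding signal by more than 50% relative to plate controls in a single-dose test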;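 also: His-tagged Mcl-1 with rhodamine Noxa BH3 peptide and terbium anti-His antibody; 0% = Mcl-1 plus Noxa peptide wells and 100% = peptide-only wells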
# Cdc42 wt – changes GTP binding to wildtype human Cdc42 | GST-Cdc42 beads, Bodipy-GTP binding, flow cytometry; actives lie on both sides | percent activity (GTP binding), % at 10 µM | 0.2% of 190,000 active;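 active = percent activity GTP binding at least 20 points away from the 100% baseline, either down as inhibitor or up as activator; inconclusive = compound flagged as likely green fluorescent from well-wide comparison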;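 also: median bead fluorescence of bound Bodipy-FL-GTP at 100 nM; 0% = excess unlabeled GTP control and 100% = no compound control; below 100% means less GTP binding so inhibitor and above means activator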
# Target sequence (P60953 whole entry, looked up): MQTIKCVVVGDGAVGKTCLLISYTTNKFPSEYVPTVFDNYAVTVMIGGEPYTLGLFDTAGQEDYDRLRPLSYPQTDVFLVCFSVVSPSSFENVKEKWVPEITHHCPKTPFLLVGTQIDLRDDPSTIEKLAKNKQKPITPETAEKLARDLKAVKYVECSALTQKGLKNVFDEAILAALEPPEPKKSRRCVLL
# Rac1 act GTP bind – human Rac1 activated mutant GTP binding change. GST-Rac1 activated beads, fluorescent GTP binding, flow cytometry; actives lie on both sides; 100% means binding = to untreated wells. percent activity (GTP binding), % at 10 µM. 0.11% of 190,000 active;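 active = GTP binding at least 20 percentage points away from the 100% baseline, in either direction, so actives lie on both sides; inconclusive = Compound likely fluorescent itself, or too few beads counted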
# Rab2 wt GTP – changes GTP binding to wildtype dog Rab2A, up or down | GST-Rab2 wt beads, Bodipy-GTP binding, flow cytometry | 0.19% of 190,000 active | GTP binding activity, % at 10 µM | P61105;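 active = GTP binding activity at least 20 points away from 100%, either lowered or raised; inconclusive = signal likely due to the compound's own green fluorescence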;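 also: 0% = beads with excess unlabeled GTP and 100% = no-compound control corrected for plate trend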
# Pf gamet viab – inhibitors of late stage P. falciparum gametocyte viability | inhibition, % at 10.9 µM | P. falciparum stage V gametocytes, ATP luminescence, 24 h | 0.065% of 150,000 active;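 active = inhibition above the mean plus 3 SD of compounds within the control limits, set per campaign, cut at about 38% in these data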;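 also: 0% = DMSO wells and 100% = medium only without gametocytes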
# Mcl-1 Bim block – disrupts Bim peptide binding to human Mcl-1 | Q07820 | Bead-based flow cytometry, Bim peptide-Mcl-1 binding | inhibition, % at 10 µM | 0.1% of 190,000 active | AID 1009; in the data active = inhibition above about 40%;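 also: 0% = no compound tracer wells and 100% = peptide blocker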
# Rab7 wt GTP bind – alters GTP binding to wildtype dog Rab7; GST-Rab7 beads, fluorescent GTP binding, flow cytometry; actives lie on both sides; untreated = 100%, excess cold GTP = 0%; AID 758; 0.055% of 190,000 active; GTP binding activity (percent of control), % at 10 µM;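 active = fluorescent GTP binding to Rab7 beads changed by at least 20 points from the 100% baseline, either direction, mostly lower; inconclusive = compound itself probably fluorescent, or too few beads counted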;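 also: median green fluorescence of bound Bodipy-FL-GTP per Rab7 bead population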
# Rac1 wt GTP bind – human Rac1 wildtype GTP binding, inhibitors and activators; AID 757; P63000; GST-Rac1 beads, fluorescent GTP binding, flow cytometry; actives lie on both sides; 0 = cold GTP competed, 100 = untreated; 0.27% of 190,000 active; GTP binding activity (% of control), % at 10 µM;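 active = GTP binding activity at least 20 points away from the 100% control level, either lower or higher; inconclusive = compound flagged as likely green fluorescent, judged across all proteins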
# An asterisk follows results filed as active; u = inconclusive; x = not tested or not shown. Not a hit list; overall some 2.9% were active at least once.
SMILES,RGS8-Gao,HRas wt GTP,Mcl1 Bid PPI,Mcl1 Noxa PPI,Cdc42 wt,Rac1 act GTP bind,Rab2 wt GTP,Pf gamet viab,Mcl-1 Bim block,Rab7 wt GTP bind,Rac1 wt GTP bind
O=C1CCCC(=O)N1c1ccc(N2CCOCC2)c([N+](=O)[O-])c1,96,97,-21,15,98,96,98,12,-1,100,102
O=C(COc1ccccc1C(=O)N/N=C\c1ccc(O)c(O)c1)N/N=C/c1ccc(O)c(O)c1,37*,u,-40,100*,u,u,u,x,12,u,u
CCCNC(=O)COc1ncnc2sccc12,100,98,-18,15,100,97,100,-2,-1,96,100
O=C(NCc1ccc(F)cc1)c1cc2n(n1)C(C(F)(F)F)CC(C1CC1)N2 (stereo not given),105,99,-23,12,101,97,100,x,0,100,105
COC(=O)CSc1nnc(Cc2ccccc2)n1-c1ccc(C)cc1,100,101,-3,-15,102,99,102,x,-1,102,105
COc1ccc(C2=NOC(C(=O)N3CCCc4ccccc43)C2)cc1 (stereo not given),108,96,-14,5,94,94,97,x,2,96,94
Cc1ccc(C(=O)NCC(=O)Nc2cccc(S(=O)(=O)NC3=NCCCCC3)c2)cc1C,101,95,0,14,94,94,93,-9,3,94,95
O=C(c1ccco1)N1CCN(C(=O)N2c3ccccc3Sc3ccccc32)CC1,94,96,-6,17,97,92,98,-1,2,97,97
Cc1ccc(C)c(N2CCN(C(=O)c3ccccc3Br)CC2)c1,103,100,-19,1,104,96,101,2,-2,100,105
COc1cc(NC(=O)c2cc3nc(-c4ccccc4)cc(-c4ccccc4)n3n2)cc(OC)c1OC,100,102,-11,5,104,102,104,x,-1,98,101
COc1ccc(CN2CC34C=CC(O3)C(C(=O)O)C4C2=O)cc1 (stereo not given),100,99,-10,17,101,99,101,x,1,98,103
CCN(CC(=O)Nc1cccc(C#N)c1)CC(=O)Nc1cccc(OC)c1,100,u,-14,-14,u,u,u,17,-3,u,u
CCOc1ccc(CCNC(=O)CCN2C(=O)COc3ccccc32)cc1OCC,100,106,-22,7,107,100,102,x,-1,104,108
CC(=O)Oc1ccc(N2C(=O)CCC2=O)cc1,94,98,-15,6,102,100,97,11,-7,92,109
CCCCCCC1CC(CC(=O)Nc2ccc([N+](=O)[O-])cc2)C(=O)O1 (stereo not given),101,98,0,11,103,98,100,5,-5,97,108
COc1cc2c(C(=O)NCCCOC(C)C)cn(CC(C)C)c(=O)c2cc1OC,88,105,-13,6,106,104,107,x,-3,100,105
O=C(/C=C/c1ccccc1)C1=C(O)C(=O)N(CCO)C1c1ccccc1[N+](=O)[O-] (stereo not given),95,94,-51,12,93,92,95,-23,6,95,96
O=[N+]([O-])c1c(NCCCO)cc(N2CCN(Cc3ccc4c(c3)OCO4)CC2)c2nonc12,97,101,-12,10,103,101,100,x,-4,100,107
O=C1NC(=O)C(CC(=O)N(Cc2ccco2)C2(C(=O)NC3CCCC3)CCCCC2)N1 (stereo not given),101,102,-24,12,102,99,98,-26,-8,100,102
CCOC(=O)CNc1ccc(C(=O)OCC)cc1[N+](=O)[O-],106,99,-12,5,103,99,99,23,13,99,106
O=C(CSc1nc(-c2ccccc2)nc2ccc(F)cc12)Nc1ccc(C(=O)O)cc1,99,91,4,0,93,91,91,-35,-1,95,95
CC/C(=N/NS(=O)(=O)c1ccc(Cl)cc1)c1ccc(O)cc1,103,99,-31,9,99,98,98,-8,-3,99,104
O=C1CC(c2cc([N+](=O)[O-])ccc2Cl)c2c(ccc3ccccc23)N1 (stereo not given),98,101,-20,-3,97,100,99,-1,-5,97,103
O=C(NCc1ccccc1)C(=O)Nc1nc(C23CC4CC(CC(C4)C2)C3)cs1,100,95,-49,-56,98,97,97,-3,83*,95,100
COC(=O)C1SCC2C(=O)N(Cc3cccc(C)c3)CC(=O)N21 (stereo not given),104,97,2,-5,98,96,95,-4,-2,96,104
COc1cccc(C=Nc2ccc3c(c2)OCCO3)c1O,107,99,-54,19,100,94,98,x,0,100,101
CCCCN(CC)CCCNC(=O)CN1C(=O)CSc2ccc(S(=O)(=O)N3CCOCC3)cc21,102,92,-7,13,91,94,99,2,1,95,95
COc1ccc(NC(=S)N2CCN(CCN3C(=O)c4cccc5cccc(c45)C3=O)CC2)cc1,101,94,6,15,97,92,96,-21,-2,99,97
Cc1ccc(-c2c(C#N)c(N)nc3c2CCCCC3)o1,99,102,7,5,106,99,102,x,-3,103,106
O=C(Nc1ccccc1)Nc1cccc(-c2cn3cccnc3n2)c1,101,90,10,10,93,94,93,19,1,96,85
COCCOC(=O)CC1=NC(=O)CS1,105,103,-60,10,104,98,104,-19,3,102,105
O=C(CC1(O)C(=O)Nc2ccccc21)c1cccc(Br)c1 (stereo not given),102,102,-16,-4,106,102,102,-16,-3,104,105
CCOC(=O)Cc1csc(NC(=S)NC(=O)c2ccc([N+](=O)[O-])cc2)n1,99,98,-52,22,100,97,95,3,-5,99,98
S=C(NC1CCCC1)NN1CCOCC1,101,98,-53,15,99,95,97,21,2,97,98
O=C/C(=C\Nc1ccc(C(=O)N2CCOCC2)cc1)c1nc2ccccc2o1,99,95,-38,16,99,100,96,-4,2,96,99
CCCCOc1cccc(C(=O)NC(=S)Nc2ccc(Cl)c(C(=O)O)c2)c1,103,97,-26,-1,96,93,95,-1,5,96,96
CC(=O)OCC1(C)CN(c2ccccc2)N(C(C)=O)C1=O (stereo not given),101,97,-21,14,92,97,97,1,-7,100,98
Cc1ccc(C(=O)c2coc3ccc(OCC(=O)O)cc23)cc1,101,96,9,1,94,90,94,3,-2,97,96
CCC/C(=N/NC(=O)c1csc(C)c1C)c1ccc(Cl)s1,100,98,-27,-10,99,98,96,x,0,97,100
CN1CCN(C(=O)c2ccc3nc(-c4ccccc4)c(-c4ccccc4)nc3c2)CC1,103,100,-7,3,94,94,98,-27,0,108,101
C=CCc1ccc(OCCOc2cccc3ccc(C)nc23)c(OC)c1,95,105,18,10,105,102,106,-4,0,105,114
O=C(CN1C(=O)NC2(CCCCCCC2)C1=O)NCc1cccs1,103,101,-28,-8,103,98,102,9,-4,102,105
Cc1cccc(C)c1N=C1SC(CC(=O)Nc2c(C)cccc2C)C(=O)N1CCc1ccccn1 (stereo not given),107,99,-6,18,102,98,97,x,-5,97,104
O=c1[nH]cnc2c1nc(SCc1ccccc1)n2C1OC(CO)C(O)C1O (stereo not given),105,101,-13,-12,105,100,102,8,-3,100,105
COc1cccc(C(=O)O/N=C(\N)c2ccc([N+](=O)[O-])cc2)c1,94,99,-12,5,100,99,99,x,-4,100,102
COc1ccccc1N(CC(=O)N(CC(C)C)CC(C)C)S(=O)(=O)c1cccs1,99,97,-1,-5,101,95,95,x,0,94,100
Nc1nc(Cl)cc(Oc2ccc(Cl)cc2)n1,104,99,-8,2,94,93,99,2,-2,104,95
CC1Sc2n(c3ccccc3[n+]2C)N=C1c1ccccc1 (stereo not given),98,100,-29,15,99,100,102,4,-23,102,101
CCS(=O)(=O)n1nc(C(=O)N2CCOCC2)nc1N,101,100,-15,3,101,101,100,x,2,98,106
COc1ccc(-c2ccc(C(=O)O)o2)c([N+](=O)[O-])c1,102,99,-9,18,100,102,99,10,-2,99,103
COc1cccc(NC(=S)N(CCc2nc3cc(C)c(C)cc3[nH]2)Cc2cccnc2)c1,98,101,-3,16,98,98,100,10,-5,103,101
CCN(CC)S(=O)(=O)c1cc(NC(=O)COC(=O)Cn2cnc3ccccc32)ccc1C,99,101,7,3,101,100,98,7,-6,102,107
Cc1ccccc1N(C(=O)c1cccs1)c1nc2ccccc2s1,101,100,-28,-10,100,97,101,x,0,96,95
CCOC(=O)Cn1c(=O)oc2cc(S(=O)(=O)Nc3cc(OCC)ccc3OCC)ccc21,95,106,-73,7,103,99,100,x,-3,104,105
Cc1cc(C)cc(C(=O)NCC(=O)OC(C)C(=O)N(C)c2ccccc2)c1 (stereo not given),96,99,-38,8,97,95,101,x,0,100,102
